RXFP1 agonist – qHTS Assay for Agonists of the Relaxin Receptor RXFP1; Relaxin receptor 1 (Homo sapiens), Q9HBX9; HEK293T-RXFP1 cAMP TR-FRET, 30 min; response scale: percent of porcine relaxin response, buffer zero; Potency, µM (doses to about 57.5 µM), for inactives: at the highest dose activation, actives largely listed as activators; 370,000 compounds, 0.3% hits; further: potency means the concentration at half of the fitted maximal effect; on the % scale 0 is the no-effect control and ±100 the full control effect; nearly all actives have a fitted effect of over 60% in size; many of its hits are not listed in these tables
Target sequence (Q9HBX9 whole entry, looked up): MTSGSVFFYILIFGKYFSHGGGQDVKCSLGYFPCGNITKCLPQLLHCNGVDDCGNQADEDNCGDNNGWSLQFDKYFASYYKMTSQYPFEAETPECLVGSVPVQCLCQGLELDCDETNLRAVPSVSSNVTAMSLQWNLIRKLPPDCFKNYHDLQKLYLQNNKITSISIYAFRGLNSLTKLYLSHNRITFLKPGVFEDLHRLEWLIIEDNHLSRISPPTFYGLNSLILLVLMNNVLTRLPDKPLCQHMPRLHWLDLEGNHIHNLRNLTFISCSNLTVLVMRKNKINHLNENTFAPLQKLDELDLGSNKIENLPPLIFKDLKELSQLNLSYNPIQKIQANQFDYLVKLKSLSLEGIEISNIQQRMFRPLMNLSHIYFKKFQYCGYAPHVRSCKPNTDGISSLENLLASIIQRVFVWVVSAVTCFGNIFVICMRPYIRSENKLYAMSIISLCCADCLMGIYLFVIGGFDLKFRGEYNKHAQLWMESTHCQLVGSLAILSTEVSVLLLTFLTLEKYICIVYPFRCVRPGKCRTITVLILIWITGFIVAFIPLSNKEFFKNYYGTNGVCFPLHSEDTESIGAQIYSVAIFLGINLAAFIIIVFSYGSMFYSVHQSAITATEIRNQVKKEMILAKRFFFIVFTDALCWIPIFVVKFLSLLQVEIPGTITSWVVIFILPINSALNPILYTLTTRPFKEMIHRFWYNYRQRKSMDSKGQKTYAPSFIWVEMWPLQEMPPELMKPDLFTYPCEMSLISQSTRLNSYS
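HEK293T cells stably expressing RXFP1 were pretreated with the PDE4 inhibitor Ro 20174, exposed to compounds for 30 min at 37C, lysed, and cAMP was read by TR-FRET. Data normalized to buffer (basal) and 29 nM porcine relaxin (100%).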
TrxR1 substrate – qHTS Assay for Substrates of Mammalian Selenoprotein Thioredoxin Reductase 1 (TrxR1): qHTS | AID 588456, 2011 | 390,000 compounds, 0.01% hits | Potency, µM (top dose mostly 114 µM), without a hit: at the highest dose activity change, negative = substrate turnover | purified TrxR1 substrate turnover, NADPH consumption readout | Thioredoxin reductase 1, cytoplasmic (Rattus norvegicus), O89049; further: potency means the concentration at half of the fitted maximal effect; on the % scale 0 is the no-effect control and ±100 the full control effect; nearly all actives have a fitted effect of over 50% in size
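Rat TrxR1, dispensed at 90 nM, was prereduced with 400 uM NADPH (final) for 5 min at ~22 deg C, then incubated with compound 15 min before 400 uM selenite. A first-read NADPH fluorescence drop versus no-compound background flagged substrates.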
mIDH1 inhibitor – qHTS for Inhibitors of mutant isocitrate dehydrogenase 1 (IDH1): qHTS. Isocitrate dehydrogenase [NADP] cytoplasmic (Homo sapiens), O75874. IDH1-R132H enzyme, NADPH consumption, diaphorase/resazurin fluorescence. Potency, µM (highest dose often 76.6 µM), for inactives: at the top dose activity change, negative = inhibition, hits mostly inhibitors. 390,000 compounds, 0.093% hits; further: potency means the concentration at half of the fitted maximal effect; on the % scale 0 is the no-effect control and ±100 the full control effect; nearly all actives have a fitted effect of over 65% in size
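IDH1-R132H (0.5 ug/mL dispensed) in pH 7.5 Tris buffer was preincubated 30 min with compound, then given a substrate mix of 0.016 mM NADPH and 2 mM alpha-KG for 80 min at room temperature; remaining NADPH was read by diaphorase/resazurin fluorescence.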
USP1-UAF1 inh – Inhibitors of USP1/UAF1: Primary Screen. Ubiquitin carboxyl-terminal hydrolase 1 (Homo sapiens), O94782. recombinant USP1/UAF1, Ub-Rhodamine cleavage fluorescence. Potency, µM (highest dose often 57.1 µM), inactives show at the highest dose activity change, negative = inhibition, most hits filed as inhibitors. 390,000 compounds, 0.23% hits. AID 743255, 2014; further: potency means the concentration at half of the fitted maximal effect; on the % scale 0 is the no-effect control and ±100 the full control effect; nearly all actives have a fitted effect of over 60% in size; inactives centre near -12
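USP1/UAF1 complex at 1 nM was preincubated with compound for 15 min at room temperature, then Ub-Rho substrate (150nM final) was added. Fluorescence (480/540 nm) was read kinetically, 6 reads every 60 seconds.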
PI4K2A block – qHTS for small molecular inhibitors of PI4K2A; purified PI4K2A, ADP-Glo luminescence, 1 h; hits give low values; 420,000 compounds, 0.13% hits; Phosphatidylinositol 4-kinase type 2-alpha (Homo sapiens), Q9BTU6; activity change, negative = inhibition, % at 76.9 µM; in the data active means activity change below about -50%; inconclusive means mostly about -30% to -49%;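 further: -100% = wells without enzyme as full effect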
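Compounds are screened against recombinant PI4K2A using PI as substrate and ATP, the latter dispensed at 300 microM. Reactions run one hour at ambient temperature before ADP-Glo detection; full inhibition defined by wells lacking enzyme.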
Vif-A3G inh – qHTS for Inhibitors of Vif-A3G Interactions: qHTS. DNA dC->dU-editing enzyme APOBEC-3G (Homo sapiens), Q9HC16. HeLa A3G-eYFP + Vif (tagged APOBEC3G with the HIV-1 protein that degrades it), YFP fluorescence, overnight. Potency, µM (doses to about 46.1 µM), for inactives: at the highest dose activity, negative = active, most hits filed as inhibitors. 410,000 compounds, 0.076% hits. AID 602310, 2012;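 further: potency means the concentration at half of the fitted maximal effect; on the % scale 0 is the no-effect control and ±100 the full control effect; nearly all actives have a fitted effect of over 60% in size; hits raise eYFP signal because A3G escapes Vif-driven loss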
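Read-out is eYFP fluorescence (Ex 488/Em 500-530) from Vif-expressing HeLa A3G-eYFP cells; more signal means A3G escaped Vif-mediated degradation. Cells plated overnight, compound pinned in, incubated overnight at 37 deg C.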
Glioma ERSR ind – qHTS for Inducers of the Endoplasmic Reticulum Stress Response (ERSR) in Human Glioma: qHTS | 420,000 compounds, 0.02% hits | Potency, µM, inactives show at the top dose activation, most hits filed as activators | U87-MG GRP78 promoter luciferase reporter, 16 h; further: potency means the concentration at half of the fitted maximal effect; series mostly up to about 76 µM; % of control where 0% means no effect; nearly all actives have a fitted effect of over 35% in size
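Stably transfected U87-MG human glioma cells carrying a GRP78-based luminescent sensor were seeded at 1000 cells/well, pin-dosed with compounds and incubated 16 h. Luciferase reagent was then added, and end-point luminescence was read after 10 min at room temperature.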
LDHA block – qHTS assay for inhibitors of human lactate dehydrogenase; purified LDHA, NADH/diaphorase-resazurin fluorescence; hits give low values; L-lactate dehydrogenase A chain (Homo sapiens), P00338; activity change, % (values are at about 110 or 230 µM); 480,000 compounds, 0.15% hits; AID 1347041, 2019; in the data active means activity change below about -30%; inconclusive means mostly about -25% to -30%;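 further: plate controls were DMSO wells for no effect and wells without enzyme for full effect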
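Resorufin fluorescence (ex540/em590), read at 0 and 20 min after diaphorase/resazurin addition, reports the NADH left after a 5 min room-temperature reaction of 2 nM human LDH5 with 0.06 mM NADH and 0.2 mM pyruvate.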
Vif-APOBEC3F blk – qHTS for Inhibitors of Vif-A3F Interactions: qHTS; 390,000 compounds, 0.2% hits; Potency, µM (highest dose often 46.1 µM), inactives show at the top dose activity, negative = active; HeLa A3F-eYFP + Vif (tagged APOBEC3F with the HIV-1 protein that degrades it), YFP fluorescence increase; AID 602313, 2012; further: potency means the concentration at half of the fitted maximal effect; % of control where 0% means no effect; nearly all actives have a fitted effect of over 65% in size
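Fluorescence increase (Ex 488/Em 500-530) after overnight compound treatment at 37 deg C flags inhibition of Vif-driven A3F-eYFP loss in stable HeLa A3F-eYFP/Vif cells seeded overnight beforehand.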
* hit, by the source's call; ? = inconclusive; . = no result given; & = joins results of further samples; [ ] = remark or other dose. Unless noted, the call rests on the fitted dose curve; in most records, active means well fitted curve in the direction sought with a large enough effect; inconclusive means small, poorly fitted or top-dose-only effect, or another doubt; inactive means no such curve, though single readings can be large; an effect the other way counts as inactive or inconclusive. Some of the compounds tested; count on the stated rates, not on these rows.

Below each compound: RXFP1 agonist, TrxR1 substrate, mIDH1 inhibitor, USP1-UAF1 inh, PI4K2A block, Vif-A3G inh, Glioma ERSR ind, LDHA block, Vif-APOBEC3F blk
> CCN(C(=O)COc1ccc(N(C)S(=O)(=O)c2ccc(NC(C)=O)cc2)cc1)C1CCCCC1
 : ., 8%[57.1 µM], -1%, -1%, 0, -1%, -5%, 6, -2%
> O=C(CCCc1nc(-c2ccccc2Cl)no1)N1CCOCC1
 : 1.6%, 3%, 0%, -18%, 3, 0%, -1%, -1, -13%
> COc1ccc(OC)c(N=c2oc3cc(O)ccc3cc2C(N)=O)c1
 : 0.3%, 72%[activator], -3%, ?, -13, -10%, 7%, -1, -2%
> COc1ccc(NC(=O)c2ccc3c(c2)CCN3S(=O)(=O)c2ccccc2)cc1
 : -4.1%&-2.1%, 5%&-2%, -5%&7%, -29%&-17%, -1&-5, 0%&-2%, -2%&2%, 1&3, -3%&3%
> COc1cc(Cl)c(C)cc1NC(=O)c1ccc2c(c1)OCO2
 : ?, 6%, 1%, -1%, 0, 1%, 4%, -2, -7%
> Cc1cc(-c2ccccc2)n2nc(C)c(-c3ccccc3)c2n1
 : -1.0%, 7%[57.1 µM], 2%, -24%, -5, -8%, -4%, -5, -6%
> O=C(O)CSC(C(=O)Nc1ccc(C(F)(F)F)cc1)c1ccccc1 (configuration not stated)
 : -0.7%, 0%[57.1 µM], -5%, -10%, -1, 0%, -1%, -11, -2%
> COc1ccc(N=Nc2cnc(C)nc2-c2ccccc2)cc1
 : 0.1%, 7%[57.1 µM], 4%, -31%, -3, -10%, -1%, -6, -8%
> CSc1ccc(C2Nc3ccccc3-c3cc(C)nn32)cc1 (configuration not stated)
 : 1.8%, 31%, 9%, -26%, 2, -2%, 8%, -1, 1%
> COc1cccc(NC(=S)N/N=C2\CC(C)(C)Oc3ccc(O)cc32)c1
 : 1.1%, -1%, -2%, -13%, 4, 2%, 0%, -5, ?
> COC(=O)c1ccc(NC(=O)CNc2ccccc2)cc1
 : 2.0%, 4%[57.1 µM], 1%, -5%, -6, -1%, 5%, -3, 10%
> Cc1c(CCC(=O)O)c(=O)oc2c(C)c(OCc3cc4c(cc3Cl)OCO4)ccc12
 : 0.5%, 14%, 20%, -2%, 1, 2%, -1%, -9, -15%
> CC(=O)c1c(-c2ccccc2)c2cc(Cl)ccc2n(C)c1=O
 : -0.4%, 3%, 4%, -9%, 0, 1%, 3%, 0, 2%
> CC(=O)CCC(=O)CNC(=O)CC[C@H]1O[C@@H](n2ccc(=O)[nH]c2=O)[C@H](O)[C@@H]1O
 : ., ., ., ., 5, 3%, -1%, -9, .
> OC[C@@H]1CN(Cc2cccs2)C[C@H](n2cnc3c(NCc4ccc(F)cc4)ncnc32)O1
 : ., ., ., ., 1, 0%, -3%, -2, .
> CCN(CC)CCCNC(=O)CN1C(=O)CCn2nc(-c3cn(C)c4ccccc34)cc21
 : -5.5%, -1%[57.1 µM], 4%, -17%, -3, 0%, 0%, -3, -14%
> CC(c1ccccc1)N1CC(C(=O)O)CC1=O (configuration not stated)
 : -1.6%, -1%, 0%, -4%, 5, -1%, -2%, 0, 0%
> CCCCN1C(=O)CN(C2CCCCC2)C(=O)C1c1ccc(OC(C)C)c(OC)c1 (configuration not stated)
 : -0.8%, 2%[57.1 µM], -11%, 7%, -8, 0%, -3%, -6, -11%
> CCN(C(=O)c1sc2nc3n(c(=O)c2c1C)CCCC3)c1ccccc1F
 : 5.2%, 184%[activator], -10%, -13%, -1, -10%, -2%, -1, 4%
> O=S(=O)(c1ccc(Br)cc1)N1CCn2cccc2C1c1ccc(Br)cc1 (configuration not stated)
 : 2.0%, 3%[57.1 µM], -8%, -24%, 7, 3%, -4%, -4, 0%
> CCOC(=O)c1[nH]c2c(c1Cc1ccccc1)C(=O)CC(c1ccc(C(C)(C)C)cc1)C2 (configuration not stated)
 : -1.2%, -5%, -12%, 5%, 2, 4%, -3%, -2, 0%
> CCN(CC)C(=O)C1=C(C)Nc2ncnn2C1c1cccnc1 (configuration not stated)
 : 0.9%, 6%, 6%, -20%, 1, 3%, -5%, -1, -3%
> COc1cc(NC(=O)c2nc3nc(C)cc(C(F)F)n3n2)c(OC)cc1Cl
 : 1.2%, 9%, -4%, ?, 2, 1%, -2%, -3, -2%
> COc1ccc(C/C(C)=N/NC(=S)Nc2ccc(Cl)cc2)cc1
 : 0.2%, 3%, 2%, -12%, 4, 0%, 0%, -11, -2%
> CCN1C(=O)C(O)(CC(=O)c2c(C)coc2C)c2ccccc21 (configuration not stated)
 : -0.1%, -12%, 1%, -3%, 0, 1%, -3%, -1, -5%
> CCC(=O)N1CCc2cc(S(=O)(=O)CCC(=O)N3CCN(c4ccccc4)CC3)ccc21
 : 0.0%, 0%, -4%, -13%, 14, -1%, 4%, -3, -8%
> O=C(Nc1ccc(CN2CCCCC2)cc1)c1cccc(Br)c1
 : -1.5%, 6%[57.1 µM], -4%, -6%, 8, 2%, 1%, -16, 9%
> COc1ccc(CNC(=O)C(=O)Nc2ccc(OC)cc2OC)cc1
 : 2.6%, 5%, 9%, 9%, -5, -6%, 1%, -2, -5%
> O=C(NC1CC1)C1=C[C@@H](c2ccc(C(F)(F)F)cc2)C[C@@H](OCCCCO)O1
 : ., 6%[57.1 µM], -2%, -26%, -1, -7%, 3%, 1, -10%
> CN(C)CCCN1c2ccc([N+](=O)[O-])cc2CCc2cc([N+](=O)[O-])ccc21
 : ., -7%, ., ., -4, 2%, -2%, -17, 0%

Ordered by formula weight (ascending): some entries from above
Below each compound: RXFP1 agonist, TrxR1 substrate, mIDH1 inhibitor, USP1-UAF1 inh, PI4K2A block, Vif-A3G inh, Glioma ERSR ind, LDHA block, Vif-APOBEC3F blk
> Cc1cc(-c2ccccc2)n2nc(C)c(-c3ccccc3)c2n1
 : -1.0%, 7%[57.1 µM], 2%, -24%, -5, -8%, -4%, -5, -6%
> CCN(CC)C(=O)C1=C(C)Nc2ncnn2C1c1cccnc1 (configuration not stated)
 : 0.9%, 6%, 6%, -20%, 1, 3%, -5%, -1, -3%
> COc1ccc(CNC(=O)C(=O)Nc2ccc(OC)cc2OC)cc1
 : 2.6%, 5%, 9%, 9%, -5, -6%, 1%, -2, -5%
> Cc1c(CCC(=O)O)c(=O)oc2c(C)c(OCc3cc4c(cc3Cl)OCO4)ccc12
 : 0.5%, 14%, 20%, -2%, 1, 2%, -1%, -9, -15%

Further structures.
Below each compound: RXFP1 agonist, TrxR1 substrate, mIDH1 inhibitor, USP1-UAF1 inh, PI4K2A block, Vif-A3G inh, Glioma ERSR ind, LDHA block, Vif-APOBEC3F blk
> O=C(COC(=O)/C=C/c1ccccc1)Nc1ccc2c(c1)OCCO2
 : 0.1%, 0%, -4%, -4%, 6, -5%, 5%, -5, 10%
> CCOC(=O)c1c(CN2CCCCC2)oc2ccc(O)cc12
 : -0.8%, -8%, 1%, -22%, -5, 0%, -6%, -1, 3%
> COc1ccc(C)cc1S(=O)(=O)N(C)CC(=O)Nc1ccc2c(c1)OCO2
 : 1.8%, 0%, 5%, -6%, -5, 0%, -4%, 6, -10%
> Cc1ccc(CS(=O)Cc2ccc(C(=O)NC3CCC(C)CC3)o2)cc1 (configuration not stated)
 : 1.5%, 6%, 6%, -5%, 4, 1%, -3%, -3, 1%
> CC(=O)C1[C@H](N(C)C)CC2C3CC=C4CC(O)CC[C@]4(C)C3CC[C@@]21C (some centres not stated)
 : -0.2%, -3%, 0%, -15%, 3, -6%, -4%, -9, -14%
> Cc1ccc(S(=O)(=O)N2CCN(C(=O)COC(=O)/C=C/c3ccccc3F)CC2)c(C)c1
 : 0.7%, -10%, 1%, -14%, 4, 0%, -3%, 1, 1%
> C[C@@H]1NC(=O)OC1c1ccco1 (some centres not stated)
 : 1.9%, -5%&-4%, -2%, -13%, -1, 2%&3%, -4%&-6%, -4, 4%
> Cc1ccc(NC(=O)C2CCCN(S(=O)(=O)c3ccc(F)cc3)C2)cc1 (configuration not stated)
 : 4.4%, -2%, 27%, -7%, -4, 3%, -5%, -2, -9%
> CCOc1ccc(NC(=O)CN(C)Cc2ccc3c(c2)OCO3)cc1S(=O)(=O)N1CCCC1
 : 0.0%, -4%, -6%, -13%, 0, 6%, -3%, -3, -1%
> Cc1nc(N)sc1-c1nnc(SCC(=O)Nc2ccccc2C(F)(F)F)n1C
 : 0.8%, -8%, 3%, -11%, -1, 2%, -2%, -2, -1%
